# GAA glycogen = qHTS Assay for Inhibitors and Activators of Human alpha-Glucosidase Cleavage of Glycogen; Potency, µM (titrated, usually from 76.4 µM), for inactives: at the top dose activity change, negative = inhibition, actives largely listed as inhibitors; 300,000 compounds, 0.38% hits; recombinant GAA, glycogen substrate, Amplex Red glucose oxidase fluorescence; AID 2100, 2009; Lysosomal alpha-glucosidase (Homo sapiens), P10253;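 note: 0% = full enzyme reaction and -100% = no-enzyme basal signal; the screen sought inhibitors and activators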
#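 qHTS, 1536-well; enzyme 4 nM final; cpd up to 77 uM; substrate bovine liver glycogen 30 ug; 50 mM citrate/phosphate pH 5.0, 0.01% Tween-20; 37 C, 40 min; Amplex Red detection 45 min RT; Hill fit → AC50.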
# Epigenetic reg = Quantitative High-Throughput Screen for Regulators of Epigenetic Control; murine LDR cells, GFP reporter derepression, 30 h; Potency, µM (doses to about 53.9 µM), without a hit: at the highest dose GFP activation, actives largely listed as activators; 280,000 compounds, 0.2% hits; AID 1865, 2009; note: % of control where 0% means no effect; nearly all actives have a fitted effect of over 60% in size
#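 Readout is the number of GFP-expressing murine LDR cells, counted by cytometry following washing. Cells were treated with compound for 30 h at 37 C; the stably integrated CMV-GFP locus is normally silent.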
# GLA spleen mod = qHTS Assay for Inhibitors and Activators of Human alpha-Galactosidase From Spleen Homogenate | AID 2107, 2009 | Potency, µM (doses to about 80 µM), inactives show at the highest dose activity change, negative = inhibition, hits mostly inhibitors | human spleen homogenate, 4MU-alpha-Gal fluorescence, 40 min | 240,000 compounds, 0.008% hits;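 note: 0% = enzyme with vehicle and -100% = no enzyme basal signal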
#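 Inhibition or activation of alpha-galactosidase in human spleen homogenate is scored by 4-MU fluorescence after 40 min at 37C, pH 5.0, with 1 mM substrate. AC50s come from concentration-response fitted to the Hill equation.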
# GAA inhib = qHTS Assay for Inhibitors of Human alpha-Glucosidase as a Potential Chaperone Treatment of Pompe Disease. purified human GAA, 4-MU-alpha-glucoside fluorescence. 200,000 compounds, 0.005% hits. Lysosomal alpha-glucosidase (Homo sapiens), P10253. Potency, µM (highest dose often 76.9 µM), for inactives: top-dose activity change, negative = inhibition, actives largely listed as inhibitors. AID 1466, 2008;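 note: plate controls were uninhibited enzyme wells for no effect and no-enzyme background for full effect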
#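 Fluorogenic assay: 4 nM human alpha-glucosidase with 400 uM 4-methylumbelliferyl-alpha-D-pyranoside in 50 mM citrate/phosphate, 0.005% Tween-20, pH 5.0, 20 min at room temperature. Compounds tested up to 77 uM; AC50 from Hill fits.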
# NPSR antag = qHTS Assay for Antagonists of the Neuropeptide S Receptor: cAMP Signal Transduction; Q6W5P4; AID 1461, 2008; CHO-NPSR cells, cAMP TR-FRET, antagonist mode; Potency, µM (titrated, usually from 38.3 µM), for the others: top-dose activity change, negative = inhibition, most hits filed as inhibitors; 220,000 compounds, 1% hits; note: % is set by controls: 0 for no effect and ±100 for the full control effect; nearly all actives have a fitted effect of over 50% in size; many of its hits are not listed in these tables
# Target sequence (Q6W5P4 whole entry, looked up): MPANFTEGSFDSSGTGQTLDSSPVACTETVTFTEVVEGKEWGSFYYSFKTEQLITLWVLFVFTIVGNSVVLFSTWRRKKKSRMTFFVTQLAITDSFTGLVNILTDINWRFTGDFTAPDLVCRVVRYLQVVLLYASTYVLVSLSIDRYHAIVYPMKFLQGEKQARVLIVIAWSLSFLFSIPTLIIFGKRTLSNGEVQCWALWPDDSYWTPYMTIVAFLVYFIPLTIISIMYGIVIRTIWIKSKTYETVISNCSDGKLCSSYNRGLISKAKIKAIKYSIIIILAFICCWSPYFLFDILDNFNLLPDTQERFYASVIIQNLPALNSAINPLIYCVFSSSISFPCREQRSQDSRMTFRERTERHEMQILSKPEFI
# Tau fluor counter = Counterscreen qHTS for Inhibitors of Tau Fibril Formation, Fluorescence Polarization; tau K18 P301L (four-repeat tau fragment) Alexa594 fluorescence, heparin fibrillization; Potency, µM (titrated, usually from 57.7 µM), for inactives: top-dose activity change, negative = decrease; 280,000 compounds, 0.93% hits; AID 1463, 2008; note: % is set by controls: 0 for no effect and ±100 for the full control effect; nearly all actives have a fitted effect of over 55% in size
#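 Human K18 P301L tau (15 uM unlabeled plus 0.24 uM Alexa 594-labeled, final) in 100 mM sodium acetate pH 7 was mixed with compound and 20 uM heparin and incubated 6 hr at 37 C.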
# ALDH1A1 inh = qHTS Assay for Inhibitors of Aldehyde Dehydrogenase 1 (ALDH1A1). Purified ALDH1A1, NADH fluorescence, propionaldehyde substrate. AID 1030, 2008. Aldehyde dehydrogenase 1A1 (Homo sapiens), P00352. 220,000 compounds, 7.3% hits. Potency, µM (doses to about 75.3 µM), for the others: top-dose activity, negative = inhibition, most hits filed as inhibitors; active = well fitted inhibition curve with a large enough effect, not every such curve was filed as active; inconclusive = small, poorly fitted or top-dose-only effect, or another doubt; inactive = no such curve, though single readings can be large or run the other way;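 note: plate controls were no enzyme wells and a reference inhibitor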
# Target sequence (P00352 whole entry, looked up): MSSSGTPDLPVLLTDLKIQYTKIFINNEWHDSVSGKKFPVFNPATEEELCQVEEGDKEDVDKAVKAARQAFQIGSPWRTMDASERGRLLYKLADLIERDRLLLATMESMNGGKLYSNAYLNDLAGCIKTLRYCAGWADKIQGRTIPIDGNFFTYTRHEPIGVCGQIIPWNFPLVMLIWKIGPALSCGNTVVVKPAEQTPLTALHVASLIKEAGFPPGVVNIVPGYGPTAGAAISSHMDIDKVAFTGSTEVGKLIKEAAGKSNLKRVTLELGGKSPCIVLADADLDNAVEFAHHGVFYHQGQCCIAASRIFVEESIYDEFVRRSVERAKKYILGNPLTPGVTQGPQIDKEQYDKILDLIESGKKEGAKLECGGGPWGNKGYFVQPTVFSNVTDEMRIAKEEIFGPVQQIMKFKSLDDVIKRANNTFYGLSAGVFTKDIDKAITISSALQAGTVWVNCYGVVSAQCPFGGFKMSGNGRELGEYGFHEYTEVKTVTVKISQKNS
# GAA spleen mod = qHTS Assay for Inhibitors and Activators of Human alpha-Glucosidase From Spleen Homogenate | human spleen homogenate, 4-MU-alpha-glucoside fluorescence | Potency, µM (series often up to 79.9 µM), without a hit: at the highest dose activity change, negative = inhibition, most hits filed as inhibitors | 240,000 compounds, 0.006% hits;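 note: 0% = enzyme with vehicle and -100% = no enzyme basal signal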
#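 Compounds were titrated against alpha-glucosidase in spleen homogenate at pH 5.0, with 1 mM 4-methylumbelliferyl substrate for 40 min at 37 C. Reactions were quenched with pH 10 NaOH/glycine and fluorescence measured.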
# Starred values were filed as active, the others as inactive; u = inconclusive; x = no result given; & = joins results of further samples; [ ] = dose if it differs, or a comment. Unless noted, calls come from the whole dose curve; as a rule, active = well fitted curve in the direction sought with a large enough effect; inconclusive = small, poorly fitted or top-dose-only effect, or another doubt; inactive = no such curve, though single readings can be large; an effect the other way counts as inactive or inconclusive. Potency is the fitted concentration of half-maximal effect. Not all compounds are listed; rates above refer to the full screens.
SMILES,GAA glycogen,Epigenetic reg,GLA spleen mod,GAA inhib,NPSR antag,Tau fluor counter,ALDH1A1 inh,GAA spleen mod
Cc1ccc(NC(=S)NN(C)c2nc(C)cnc2C)cc1,-6%,-2.0%,3%,-4%,6%,-1%,-4%,3%
COc1ccc(C2/C=C\CN(C(=O)C3CC3)CC(=O)N2Cc2ccc(F)cc2)cc1 (stereo unspecified),2%,-0.1%,-1%&2%,x,11%,12%,x,-3%&4%
CCOc1cccc2c1OC1(C)CC2NC(=O)N1c1cccc(F)c1 (stereo unspecified),1%,-1.1%,15%,-8%,0%[46.1 µM],-4%,4%,4%
CC1Cn2c(nnc2-c2ccccc2O)S1 (stereo unspecified),-7%,1.9%,-13%,0%[15.4 µM],-1%[46.1 µM],2%,4%,-1%
O=C(CN1CCOCC1)Nc1c(C(=O)C2CC2)oc2ccccc12,3%,2.0%,0%,4%,11%,-8%,0%,1%
CS(=O)(=O)Nc1ccc(C2=NN(C(=O)c3ccco3)C(c3ccc(F)cc3)C2)cc1 (stereo unspecified),-3%,2.6%,0%,6%,-40%,-20%,u,5%
COc1ccc(OC)c(C2C(C(=O)Nc3nc4ccccc4s3)=C(C)NC3=C2C(=O)CCC3)c1 (stereo unspecified),8%,0.2%,-6%,12%,u,u,u,1%
CC(C)=C1C(=O)C(c2ccccc2)=C2CN3C(=O)N(CCc4ccccc4)C(=O)[C@]3(Cc3ccc(C(F)(F)F)cc3)[C@H]21,x,0.4%,-6%,x,x,-22%,5%,-11%
Cc1nn(-c2ccccc2)c(C)c1C1C(C#N)=C(N)Oc2n[nH]c(C)c21 (stereo unspecified),-19%,-10%,4%,1%,-9%[46.1 µM],-2%,13%,-5%
COc1ccc(-c2c(C)nn3c(N4CCC(C(=O)N5CCCCC5)CC4)cc(C)nc23)cc1OC,7%,1.1%,-2%,x,-5%,-3%,x,-2%
CCOC(=O)C1(CCc2ccccc2)CCN(C(=O)C(C)n2cncn2)CC1 (stereo unspecified),11%,1.7%,-4%,3%,-5%,-1%,u,-1%
CS(=O)(=O)N(CCC#N)Cc1ccc(C=O)o1,15%,0.2%,-1%,9%,-16%,-7%,u,-4%
COc1ccc(CNC(=O)Cn2nc(Cc3cccnc3)c3ccccc3c2=O)cc1,-15%,-3.2%,-2%,u,-7%[46.1 µM],-1%,15%,-12%
Cc1cc(C)c(C(=O)COC(=O)c2cccnc2Cl)c(C)c1,-4%,-0.5%,4%,-5%,-22%,-7%,5%,5%
COc1cccc(-c2nc(NCCN3CCOCC3)c3ccccc3n2)c1O,3%,-1.1%,0%,u,-14%[46.1 µM],u,u,-1%
Cc1ccc(OCCCC(=O)N2CCOCC2)c(C)c1,-17%,-1.1%,u,-8%,-11%[46.1 µM],-9%,-7%,5%
CC(=O)NC1=NC(=O)CS1,-7%,-1.4%,-10%,-1%,-7%[46.1 µM],1%,-1%,-1%
Cc1c(NC(=O)CSc2nnc(C(C)Oc3ccc(Cl)cc3)n2-c2ccccc2)c(=O)n(-c2ccccc2)n1C (stereo unspecified),8%,0.0%,-17%,-3%,-12%[46.1 µM],8%,-23%,-6%
CCN(CC)c1nc(N)c2c(N)nc3c(c2c1C#N)CC(c1ccccc1)O3 (stereo unspecified),-25%,2.2%,1%,-7%,u,32µM*[quencher],u,4%
CCN(CC)CC(=O)N1c2ccccc2Sc2ccc(Cl)cc21,-13%,-0.8%,-3%,-1%,-6%[46.1 µM],-9%,1%,-3%
CCOc1cc2[nH]c(=O)n(CCCCC(=O)N3CCCCCC3)c(=O)c2cc1OCC,-5%,1.0%,13%,10%,-4%[46.1 µM],-2%,u,6%
O=C(NCCO)c1nc(NCCO)c2ccccc2n1,-2%,-6.3%,-4%,-9%,-5%[46.1 µM],6%,1%,-8%
CN(CCOC(=O)c1ccccc1)Cc1ccccc1,4%,-1.3%,-2%,6%,1%,8%,9%,4%
O=C(c1ccc2ccccc2c1)C1CCCN(C(=O)c2cnccn2)C1 (stereo unspecified),2%,0.0%,5%,x,3%,-20%,x,0%
CC(OC(=O)CCN1C(=O)c2cccc([N+](=O)[O-])c2C1=O)C(=O)Nc1cc(Cl)cc(Cl)c1 (stereo unspecified),10%,1.1%,-3%,9%,1%,-24%,-2%,-3%

# 3 of the entries above in order of their number in GAA glycogen, lowest first.
canonical_smiles | GAA glycogen
CCOc1cc2[nH]c(=O)n(CCCCC(=O)N3CCCCCC3)c(=O)c2cc1OCC | -5%
CCOc1cccc2c1OC1(C)CC2NC(=O)N1c1cccc(F)c1 (stereo unspecified) | 1%
CN(CCOC(=O)c1ccccc1)Cc1ccccc1 | 4%

# (more compounds)
SMILES,GAA glycogen,Epigenetic reg,GLA spleen mod,GAA inhib,NPSR antag,Tau fluor counter,ALDH1A1 inh,GAA spleen mod
CC(=O)CS(=O)(=O)c1ccc(Oc2ccc(S(=O)(=O)CC(C)=O)cc2)cc1,6%,0.0%,9%,-2%,-10%[46.1 µM],-5%,-8%,3%
COCCn1c(SCC(=O)Nc2sccc2C(N)=O)nc2cc(Cl)ccc2c1=O,1%,-2.1%,2%,3%,u,-13%,u,-16%
Cc1nc(NC(=S)NC(=O)c2ccccc2)sc1C(=O)N(C)C,2%,-0.6%,-8%,2%,-8%[46.1 µM],-11%,-9%,-6%
Cc1cc(C)c(C#N)c(SCC(=O)Nc2nnc(-c3ccccc3)s2)n1,2%,0.0%,-1%,-7%,u,-14%,u,1%
O=C(Nc1ccccc1)C1=C[C@@H](c2coc3ccccc3c2=O)C[C@@H](OCCCCO)O1,7%,2.3%,1%,x,-7%,-7%,-9%,-3%
O=S(=O)(c1ccc(N2CCOCC2)nc1)N1CCOCC1,-7%,2.1%,0%,-13%,9%[46.1 µM],11%,u,4%
CCc1nc2oc3ccccc3c(=O)c2c(=O)n1CCOC,8%,0.0%,-6%,-1%[15.4 µM],-4%[46.1 µM],0%,4%,-11%
COc1ccc(/C=N/n2cc(-c3ccc(OC)cc3)nc2N)cc1,-2%,-6.3%,22%,-14%,-12%[46.1 µM],-5%,u,-6%
CN(C)S(=O)(=O)c1ccc(N2CCCC2)c(C(=O)Nc2nc(-c3ccc(F)c(F)c3)cs2)c1,1%,-1.8%,6%,u,6%,0%,u,7%
Cc1ccc2c(c1)c(Sc1ccccc1)c(CC(=O)O)n2C,-1%,0.0%,-1%,-13%,-13%,-5%,4%,-14%
CCn1c(CSc2nc3ccccc3s2)nnc1SCC(=O)c1ccc(Cl)cc1,4%,0.2%,6%,u,-26%[46.1 µM],-18%,-2%,-16%
COC(=O)NC(=S)Nc1ccc(Oc2ccc(Cl)cc2)c(Cl)c1,-6%,0.7%,4%,-6%,u,-27%,-11%,-1%
O=C(CSc1nc(-c2ccc(F)cc2)cc(C(F)(F)F)n1)NCc1ccco1,1%,2.3%,1%,0%,11%[46.1 µM],-1%,-9%,-1%
CN(C)CCCSc1nc(-c2ccccc2)nc2c1CCC2,19%,0.0%,-9%,-9%,9%[46.1 µM],-3%,2%,-7%
CCOC(=O)/C=C1\SCC(=O)N1CC(=O)NCCOC,1%,-1.1%,0%,1%,5%,4%,9%,-9%
O=C1/C(=C/c2ccc(F)cc2)SC(=S)N1Nc1ncc(C(F)(F)F)cc1Cl,7%,-0.8%,-1%,0%,u,-26%,u,-1%
O=C(Nc1ccc(OCc2ccccc2)cc1)Nc1ccccc1C(=O)NCCCN1CCOCC1,4%,3.2%,10%,-2%,-2%,u,0%,4%
CCCCCC1CC1C(=O)N/N=C/c1ccc(N(C)C)cc1 (stereo unspecified),3%,2.7%,-14%,-2%,-29%[46.1 µM],u,u,-15%
COC(=O)C1CSC(C)(C)C(=O)N1 (stereo unspecified),-11%,2.1%,2%,-2%,11%,2%,0%,-17%
COc1ccc(CCNc2ncnc3c2oc2ccccc23)cc1OC,0%,0.0%,8%,u,-16%[46.1 µM],-9%,-11%,0%
O=C(CCn1c(=O)oc2ccccc21)NCCCN1CCN(c2ccc(F)cc2)CC1,1%,-3.6%,2%,1%,-20%[46.1 µM],-3%,-4%,-10%
O=S(=O)(c1ccccc1)N1CCN=C1SCc1cccnc1,3%,0.0%,4%,2%,22%,-3%,-14%,0%
COc1cc(OC)c(OC)cc1CN1CCN(c2ccc(F)cc2)CC1,0%,0.0%,5%,x,6%,9%,x,1%
CC(C)c1ccc(NCCC(=O)c2cccs2)cc1,-5%,1.0%,6%,8%,-26%,-23%,2.8µM*,2%
Cc1nc([N+](=O)[O-])c(C(=O)OCc2ccc(C#N)cc2)n1C,4%,-0.2%,-7%,-2%,4%,-6%,2%,-5%
CCOc1cc(/C=C2\N=C(SC)SC2=O)cc([N+](=O)[O-])c1OC(C)=O,-28%,-1.0%,6%,0%,-12%[46.1 µM],u,28µM*,-3%
CCCC1C(=O)N(c2ccccc2)C1c1ccccc1 (stereo unspecified),1%,-2.3%,3%,13%,u,-3%,1%,5%
O=C(CCC(=O)N(CC(=O)NC1CCCCC1)c1ccc2c(c1)OCO2)Nc1ccccn1,0%,-2.4%,8%,4%,-1%[46.1 µM],-9%,-11%,0%
CC(C)Nc1nc2nonc2nc1Nc1ccccc1,2%,-1.0%,0%,x,-2%,-12%,x,-1%
COc1cccc2c1C(=O)CC2NC(=O)C(F)(F)F (stereo unspecified),-1%,3.5%,-8%,11%,-3%[46.1 µM],-16%,8%,-20%

# In another format: entries from further up.
canonical_smiles	GAA glycogen	Epigenetic reg	GLA spleen mod	GAA inhib	NPSR antag	Tau fluor counter	ALDH1A1 inh	GAA spleen mod
COC(=O)C1CSC(C)(C)C(=O)N1 (stereo unspecified)	-11%	2.1%	2%	-2%	11%	2%	0%	-17%
COc1ccc(CCNc2ncnc3c2oc2ccccc23)cc1OC	0%	0.0%	8%	u	-16%[46.1 µM]	-9%	-11%	0%
O=C(CCn1c(=O)oc2ccccc21)NCCCN1CCN(c2ccc(F)cc2)CC1	1%	-3.6%	2%	1%	-20%[46.1 µM]	-3%	-4%	-10%

# Bioassay records as filed in PubChem BioAssay.
